From PubChem BioAssay
Tau ThT inhib – inhibitors of human tau fibril formation, thioflavin T binding; P10636; recombinant tau K18 P301L, heparin-induced fibrillization, ThT fluorescence; Potency, µM (titrated, usually from 57.4 µM), without a hit: at the top dose activity, negative = inhibition, hits mostly inhibitors; 2.1% of 270,000 active; also: % is scaled to controls: 0 for no effect and ±100 for the full control effect; nearly all actives have a fitted effect of over 55% in size
Target sequence (P10636 561-689 P618L limits assumed): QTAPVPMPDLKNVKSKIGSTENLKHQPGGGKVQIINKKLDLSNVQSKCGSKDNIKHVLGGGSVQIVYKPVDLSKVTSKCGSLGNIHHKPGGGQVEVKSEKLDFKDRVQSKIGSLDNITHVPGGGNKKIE
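Recombinant human tau K18 fragment […] carrying P301L, 15 uM unlabeled plus 0.24 uM Alexa 594-labeled, was fibrillized with 20 uM heparin in 100 mM sodium acetate pH 7 for 6 hr at 37 C; 30 uM ThT fluorescence read after 1 hr.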
GLA spleen mod – inhibitors or activators of human alpha-galactosidase in spleen homogenate; P06280; 0.008% of 240,000 active; human spleen homogenate, 4MU-alpha-Gal fluorescence, 40 min; Potency, µM (series often up to 80 µM), for the others: at the top dose activity change, negative = inhibition, hits mostly inhibitors; AID 2107;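 also: 0% = enzyme with vehicle and -100% = no enzyme basal signal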
Target sequence (P06280 32-429 limits assumed): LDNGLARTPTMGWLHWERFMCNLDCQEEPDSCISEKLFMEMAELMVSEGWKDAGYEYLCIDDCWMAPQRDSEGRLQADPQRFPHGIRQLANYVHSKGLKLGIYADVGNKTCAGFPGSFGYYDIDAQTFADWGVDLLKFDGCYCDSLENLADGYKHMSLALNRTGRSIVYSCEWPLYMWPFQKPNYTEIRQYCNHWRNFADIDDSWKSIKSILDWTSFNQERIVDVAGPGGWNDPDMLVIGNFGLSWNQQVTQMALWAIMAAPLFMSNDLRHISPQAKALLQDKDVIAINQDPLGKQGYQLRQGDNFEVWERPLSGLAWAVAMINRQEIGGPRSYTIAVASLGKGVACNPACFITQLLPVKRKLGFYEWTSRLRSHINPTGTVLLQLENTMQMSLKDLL
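Fluorogenic readout (Ex 365/Em 440 nm) of 4-methylumbelliferone released from 1 mM 4-MU-alpha-galactoside by spleen homogenate, 40 min at 37C, pH 5.0. Data normalized to no-enzyme and enzyme controls; Hill-equation AC50 from compound titrations.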
HTT cytoprotect – cytoprotection in Huntington HTT-Q103 PC12 cell model | PC12 HTT-Q103 induced, cytoprotection, ATP luminescence, 40 h | Potency, µM (titrated, usually from 56.4 µM), inactives show cytoprotection (ATP increase), hits mostly activators | 0.14% of 230,000 active | AID 1471;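 also: % of control where 0% means no effect; nearly all actives have a fitted effect of over 45% in size; toxic huntingtin expression switched on by the ecdysone agonist tebufenozide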
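Cells were plated at 1500 per well in phenol red-free DMEM with 5% equine and 5% calf serum. Tebufenozide (100 nM final) and compounds were added, then ATPlite reagent, and luminescence was read.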
Tau fibril FP – inhibitors of human tau fibril formation; P10636; K18 P301L tau heparin fibrillization, Alexa594 FP, 6 h; 0.39% of 280,000 active; Potency, µM (series often up to 57.7 µM), for the others: at the top dose activity, negative = inhibition, hits mostly inhibitors; also: % is scaled to controls: 0 for no effect and ±100 for the full control effect; nearly all actives have a fitted effect of over 55% in size
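Quantitative HTS format: compounds meet 15 uM recombinant K18 P301L tau and Alexa 594-tau tracer in 100 mM sodium acetate pH 7; 20 uM heparin triggers fibrillization at 37 C over 6 hr; FP gives the signal.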
GAA glycogen – alters human alpha-glucosidase cleavage of glycogen; AID 2100; recombinant GAA, glycogen substrate, Amplex Red glucose oxidase fluorescence; P10253; Potency, µM (highest dose often 76.4 µM), without a hit: at the top dose activity change, negative = inhibition, most hits filed as inhibitors; 0.38% of 300,000 active;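 also: 0% = full enzyme reaction and -100% = no-enzyme basal signal; the screen sought inhibitors and activators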
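Recombinant enzyme (4 nM final) with compounds titrated up to 77 uM and bovine liver glycogen (30 ug) in citrate pH 5.0, 0.01% Tween-20, 37 C 40 min. Released glucose detected by Amplex Red/glucose oxidase (Ex 573/Em 610); AC50 from Hill fits.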
aGlu spleen mod – lysosomal alpha-glucosidase (human) modulation; human spleen homogenate, 4-MU-alpha-glucoside fluorescence; AID 2112; P10253; 0.006% of 240,000 active; Potency, µM (highest dose often 79.9 µM), for inactives: at the top dose activity change, negative = inhibition, most hits filed as inhibitors;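 also: 0% = enzyme with vehicle and -100% = no enzyme basal signal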
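Human spleen homogenate (1 ug) with 4-methylumbelliferyl-alpha-D-glucopyranoside (1 mM final) in 50 mM citrate/phosphate pH 5.0, 0.01% Tween-20; 40 min at 37 C. Stopped at pH 10; 4-MU fluorescence Ex 365/Em 440 nm; AC50 by Hill fit.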
GAA inhib – inhibitors of human lysosomal alpha-glucosidase; P10253; purified human GAA, 4-MU-alpha-glucoside fluorescence; Potency, µM (top dose mostly 76.9 µM), inactives show at the highest dose activity change, negative = inhibition, most hits filed as inhibitors; 0.005% of 200,000 active;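 also: plate controls were uninhibited enzyme wells for no effect and no-enzyme background for full effect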
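Fluorescence at Ex 365/Em 440 nm from 4-methylumbelliferone reported enzyme activity after 20 min at room temperature. Reactions used 4 nM enzyme and 400 uM substrate at pH 5.0; curves fitted with the Hill equation.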
Tau fluor cs – counter-screen for tau fibril formation inhibitors; Potency, µM (highest dose often 57.7 µM), inactives show at the top dose activity change, negative = decrease; AID 1463; 0.93% of 280,000 active; tau K18 P301L Alexa594 fluorescence, heparin fibrillization; also: % is scaled to controls: 0 for no effect and ±100 for the full control effect; nearly all actives have a fitted effect of over 55% in size
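Human tau K18 P301L (15 uM unlabeled, 0.24 uM Alexa 594-labeled) in 100 mM sodium acetate pH 7 with 20 uM heparin, 6 hr at 37 C. ThT 30 uM added, 1 hr ambient; Alexa 594 FP and total fluorescence read at 555/632 nm.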
* = called active by the depositor; ? = inconclusive; . = not tested or not shown; [ ] = remark or other dose. Calls follow the shape of the dose curve; as a rule, active = well fitted curve in the direction sought with a large enough effect; inconclusive = small, poorly fitted or top-dose-only effect, or another doubt; inactive = no such curve, though single readings can be large; an effect the other way counts as inactive or inconclusive. Potency is read from the fitted curve at half-maximal effect.

SMILES	Tau ThT inhib	GLA spleen mod	HTT cytoprotect	Tau fibril FP	GAA glycogen	aGlu spleen mod	GAA inhib	Tau fluor cs
COC(=O)c1ccc(NC(=O)CSc2ccccn2)cc1	?	-4%	-1%	-4%	3%	0%	6%	-13%
CC1CCN(c2oc(-c3cccs3)nc2S(=O)(=O)c2ccccc2)CC1	-16%	.	.	12%	-2%[76.3 µM]	.	.	-29%
CC1CN(C(=O)COC(=O)c2ccc(NC(=O)CC#N)cc2)CC(C)O1 (stereo unspecified)	-18%	-4%	27%[10 µM]	5%	22%	2%	?	-8%
CCOc1cc(C)c(S(=O)(=O)Nc2ccc3cn[nH]c3c2)cc1C	11%	7%	-72%[inhibitor]	?	0%	-15%	6%	?
COC(=O)c1c(NC(=O)CCCOc2ccc(C)cc2)sc2c1CCCC2	?	.	.	-10%	-10%[76.3 µM]	.	.	-28%
Cc1c2c(nc3ccccc13)CCC(C(C)(C)C)C2 (stereo unspecified)	?	-9%	3%[10 µM]	3%	-2%	-1%	-6%	-9%
Cc1ccc(CN(C(=O)COc2ccc(F)cc2)C2CCS(=O)(=O)C2)o1 (stereo unspecified)	10%	.	.	-9%	0%[76.3 µM]	.	.	-4%
CC(C)c1noc(-c2ccccc2OCC(=O)Nc2cccc([N+](=O)[O-])c2)n1	-12%	.	.	-2%	6%[76.3 µM]	.	.	-13%
CCOC(=O)N1CCC(N2CCN(S(=O)(=O)CC)CC2)CC1	-12%	5%	-3%[10 µM]	2%	6%	4%	0%	-10%
Cc1ccc(CNc2cnccn2)cc1	4%	1%	-2%	4%	8%	-6%	-8%	3%
CCOC(=O)c1c(-c2cccs2)csc1NC(=O)CNCCN1CCOCC1	-17%	13%	2%	13%	0%	-2%	-17%	-8%
Fc1ccc(CNC(=S)Nc2cccc(C(F)(F)F)c2)cc1	-4%	1%	-24%[10 µM]	0%	1%	3%	11%	-10%
CC(C)[C@@H](N)C(=O)N/N=C/c1ccc2ncccc2c1	-7%	-14%	-3%[10 µM]	-4%	0%	5%	.	-3%
Cc1nn2c(=O)cc(COc3ccc(/C=C(\C#N)C(=O)Nc4ccccc4)cc3Cl)nc2s1	?	.	.	-11%	-1%[76.3 µM]	.	.	-18%
Cn1cc(CN2CCC(CO)CC2)c(-c2ccc(Oc3ccccc3)cc2)n1	-7%	1%	4%[10 µM]	0%	24%	-1%	10%	-7%
CN(C)CC(C)(C)CNC(=S)Nc1ccc(S(=O)(=O)N2CCOCC2)cc1	0%	-7%	23%[10 µM]	-3%	-5%	2%	-12%	2%
O=C(Cc1n[nH]c(=O)c2ccccc12)OCC(=O)c1ccc2c(c1)OCCO2	?	-6%	-116%[inhibitor]	7%	2%	-3%	-7%	-8%
Cc1cc(C)n(CC(O)CN2C(=O)NC(C)(C)C2=O)n1 (stereo unspecified)	12%	1%	-8%[0.074 µM]	3%	9%	-3%	-2%	8%
Cc1c(NC(=O)c2ccc3c(c2)OCO3)cccc1-c1nc2ccccc2o1	?	-4%	-17%[10 µM]	-2%	10%	-4%	15%	-25%
COCCN(C(=O)c1ccccc1OC)c1nnc(C)s1	-4%	3%	18%[10 µM]	-1%	-9%	0%	11%	4%

Looked up one by one from the list above (three):
SMILES	Tau ThT inhib	GLA spleen mod	HTT cytoprotect	Tau fibril FP	GAA glycogen	aGlu spleen mod	GAA inhib	Tau fluor cs
CCOc1cc(C)c(S(=O)(=O)Nc2ccc3cn[nH]c3c2)cc1C	11%	7%	-72%[inhibitor]	?	0%	-15%	6%	?
Cc1ccc(CNc2cnccn2)cc1	4%	1%	-2%	4%	8%	-6%	-8%	3%
Cn1cc(CN2CCC(CO)CC2)c(-c2ccc(Oc3ccccc3)cc2)n1	-7%	1%	4%[10 µM]	0%	24%	-1%	10%	-7%

Additional records follow:
SMILES	Tau ThT inhib	GLA spleen mod	HTT cytoprotect	Tau fibril FP	GAA glycogen	aGlu spleen mod	GAA inhib	Tau fluor cs
Cc1[nH]c2c(C)cccc2c1CCNS(=O)(=O)c1cccc([N+](=O)[O-])c1	?	-3%	38%[10 µM]	9%	16%	-10%	-4%	?
COCCNc1nnc(SCC(=O)NNC(=O)c2ccccc2)s1	-7%	-4%	-8%	-3%	-5%	-8%	-1%	1%
Cn1c(C(=O)N2CCc3ccccc3C2)cc2c(=O)n3ccccc3nc21	-4%	?	-39%[inhibitor]	3%	-5%	?	?	-2%
COc1ccc(CCNC(=O)c2cc(-c3cc(Cl)ccc3O)n[nH]2)cc1OC	?	0%	-13%[10 µM]	-4%	-1%	6%	.	-26%
CN1CCOCCOCCN(C)C1=O	-2%	5%	17%	5%	7%	0%	-2%	-3%
CCN1C(=O)CC(C(=O)Nc2ccc(F)cc2)SC1=Nc1cccc(OC)c1 (stereo unspecified)	-4%	1%	-35%	?	0%	-11%	-9%	?
CCN(CC)C(=O)CSc1nnc(-c2ccc(S(=O)(=O)NCc3ccccc3Cl)cc2)o1	-4%	-1%	-21%	-5%	2%	1%	-2%	1%
Cc1ccc(-n2c(C)cc(C)c(C#N)c2=O)cc1Cl	-3%	-10%	1%	-1%	10%	-12%	-4%	-1%
CCOc1ccccc1N(CC(=O)N/N=C(\C)c1cccc(Br)c1)S(C)(=O)=O	0%	-6%	-21%	-8%	9%	-4%	6%	-2%
O=C(O)c1ccc(NC(CSCc2cccc(F)c2)C(=O)O)c([N+](=O)[O-])c1 (stereo unspecified)	-19%	6%	-9%	-2%	6%	-6%	-14%	-10%
CCSc1nnc(NC(=O)C(C)(C)C)s1	7%	3%	-6%	5%	3%	-5%	-3%	4%
COc1cccc(C(=O)NCC(=O)N2CCC(C)CC2)c1	3%	5%	-15%	0%	-14%	0%	4%	-2%
COc1ccc([N+](=O)[O-])cc1NC(=O)Cc1c(Cl)cccc1Cl	-2%	4%	-5%[1.9 µM]	-3%	7%	-9%	-3%	-13%
Cc1ccc2[nH]c(=O)c(CN(Cc3nnnn3Cc3ccccc3)C3CCCC3)cc2c1	?	3%	-55%[inhibitor][10 µM]	-4%	-25%	-9%	-2%	-3%
CC(C)c1ccc(S(=O)(=O)c2nnn3c2nc(NC2CCCC2)c2sccc23)cc1	9%	.	.	?	10%[76.3 µM]	.	.	-17%
CCOc1ccccc1-c1nc(C(N)=O)c2[nH]c(=O)n(-c3ccc(F)cc3)c2n1	-17%	4%	-31%	6%	10%	5%	9%	-14%
Cc1cccc(OCC(=O)N(Cc2cccs2)c2ccc(Cl)cc2)c1C	-8%	.	.	0%	-17%[76.3 µM]	.	.	-11%
O=C(O)CCCCCNS(=O)(=O)/C=C/c1ccccc1	-1%	9%	9%[10 µM]	-5%	-7%	-1%	10%	0%
COc1cc([N+](=O)[O-])cc(/C=N/NC(=O)C(C)Nc2cccc3ccccc23)c1O (stereo unspecified)	2%	1%	22%[10 µM]	8%	-12%	-13%	-15%	8%
COc1ccc(C(=O)c2coc3ccc(O)c(CN4CCCCC4)c23)cc1	-19%	5%	-11%[10 µM]	-2%	-11%	1%	-13%	-6%
O=C1c2ccccc2C(=O)N1c1nc(-c2cccs2)cs1	-13%	14%	?	-3%	13%	1%	-2%	-8%
Brc1ccccc1OCCCCn1cnc2ccccc21	?	-7%	2%[10 µM]	-9%	-2%	3%	7%	-10%
Cc1onc(-c2ccccc2)c1C(=O)N1CCN(C)CC1	-12%	3%	-2%	-1%	-8%	-8%	-2%	-9%
Cc1noc(C)c1S(=O)(=O)N(C)CC(=O)Nc1ccc(F)cc1	-11%	-4%	4%[10 µM]	?	9%	-4%	-5%	-16%
NS(=O)(=O)c1cccc(NS(=O)(=O)c2ccc(/C=C/C(=O)OCC(=O)c3ccc(Br)cc3)cc2)c1	?	-2%	-38%[inhibitor]	?	19%	1%	13%	?
COc1ccc(C(=O)C2CCCN(Cc3cccn3-c3nccs3)C2)cc1F (stereo unspecified)	-4%	-2%	14%[10 µM]	2%	13%	0%	0%	-4%
CC(=O)OCC1OC(n2ccc3ccccc32)C(OC(C)=O)C(OC(C)=O)C1OC(C)=O (stereo unspecified)	2%	-7%	-18%	3%	8%	-3%	-4%	-4%
Cc1csc(NC(=O)CCNC(=O)c2ccccc2Cl)n1	0%	5%	-34%[inhibitor]	0%	-2%	.	3%	-1%
O=C(Nc1ccccc1)Nc1sccc1-c1nc2ccccc2s1	?	-2%	13%[10 µM]	?	-6%	-8%	.	?
CCOC(=O)c1ccc(N2C(=O)c3[nH]nc(-c4ccccc4)c3C2c2ccc(CC)cc2)cc1 (stereo unspecified)	-8%	.	.	?	7%[76.3 µM]	.	.	?
CCCc1nc(C)c(-c2ccc(OC)c(OC)c2)c(=O)[nH]1	-1%	-5%	-2%	6%	1%	-6%	-1%	-6%
COc1ccc(-c2cccc(C3CC=CC4C3C(=O)N(Cc3ccccc3)C4c3cc(C)ccc3F)c2)cc1 (stereo unspecified)	8%	2%	-49%[inhibitor][10 µM]	-9%	-1%	5%	.	14%
CCCOc1c(OC)cccc1C1CC(=O)Nc2cc3c(cc21)OCO3 (stereo unspecified)	-5%	-12%	3%[10 µM]	8%	-18%	-9%	-7%	-4%
CCN(CC)C(=O)c1ccc2c(c1)N(Cc1ccc(C(F)(F)F)cc1)C(=O)c1ccccc1S2	-10%	.	.	-5%	-25%[76.3 µM]	.	.	-10%
CCCOC(=O)c1ccc(OCC(O)CN2CCN(C(=O)c3ccccc3)CC2)cc1 (stereo unspecified)	-2%	1%	-3%	-2%	0%	-9%	-4%	4%
O=C(O)CC(CC(=O)Nc1ccc2ccccc2n1)c1ccccc1 (stereo unspecified)	-2%	6%	12%[10 µM]	-1%	6%	4%	-8%	-4%
COc1cccc(/C=C2/SC(=S)N(CC(=O)Nc3nnc(C)s3)C2=O)c1	1.3µM*	-1%	.	?	0%	2%	0%	?
COc1ccc(-c2cccc(C3CC=CC4C3C(=O)N(Cc3ccccc3)C4c3ccc(OC)c(Cl)c3)c2)cc1 (stereo unspecified)	-10%	8%	-45%[inhibitor][10 µM]	-6%	1%	7%	.	-7%
